Compound activity deposited in PubChem BioAssay by National Center for Advancing Translational Sciences (NCATS).
ASM inhibitor: human S-ASM enzyme inhibition; P17405; placental ASM, HMU-PC fluorogenic substrate, 60 min; Potency, µM (highest dose often 57.5 µM), for inactives: at the highest dose activity change, negative = inhibition, most hits filed as inhibitors; actives 0.006% (n = 340,000); AID 504937; note: potency is the fitted concentration of half-maximal effect
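qHTS format. ASM enzyme prepared from human placenta hydrolyses the fluorogenic substrate HMU-PC0 (9 uM final) over 60 min at 37 °C after a 10 min compound preincubation.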
a7 integrin act: integrin-mediated muscular dystrophy alleviation activation | alpha7betagal myoblasts, beta-gal FDG fluorescence, 48 h | actives 0.064% (n = 350,000) | Potency, µM (top dose mostly 38.3 µM), inactives show top-dose activation, most hits filed as activators;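 note: potency is the fitted concentration of half-maximal effect; 100% = response of the positive control SU9516; nearly all actives have a fitted effect of over 60% in size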
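alpha7betagal+/- myoblasts (passage 13, 250/well) treated 48 h at 37C with compounds at 1:260 dilution of DMSO stock. Lysed, then beta-galactosidase activity read as FDG fluorescence (ex 480/em 540) after 30 min, with pre-read for autofluorescence.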
Eya2 phos inh: Eya2 (human) phosphatase inhibition; Potency, µM (titrated, usually from 76.9 µM), for the others: top-dose activity, negative = inhibition, usual class: inhibitors; O00167; actives 0.006% (n = 330,000); AID 488837; recombinant Eya2, OMFP fluorescence dephosphorylation (OMFP is methylfluorescein phosphate); note: potency is the fitted concentration of half-maximal effect; % is set by controls: 0 for no effect and ±100 for the full control effect
Target sequence (O00167 whole entry, looked up): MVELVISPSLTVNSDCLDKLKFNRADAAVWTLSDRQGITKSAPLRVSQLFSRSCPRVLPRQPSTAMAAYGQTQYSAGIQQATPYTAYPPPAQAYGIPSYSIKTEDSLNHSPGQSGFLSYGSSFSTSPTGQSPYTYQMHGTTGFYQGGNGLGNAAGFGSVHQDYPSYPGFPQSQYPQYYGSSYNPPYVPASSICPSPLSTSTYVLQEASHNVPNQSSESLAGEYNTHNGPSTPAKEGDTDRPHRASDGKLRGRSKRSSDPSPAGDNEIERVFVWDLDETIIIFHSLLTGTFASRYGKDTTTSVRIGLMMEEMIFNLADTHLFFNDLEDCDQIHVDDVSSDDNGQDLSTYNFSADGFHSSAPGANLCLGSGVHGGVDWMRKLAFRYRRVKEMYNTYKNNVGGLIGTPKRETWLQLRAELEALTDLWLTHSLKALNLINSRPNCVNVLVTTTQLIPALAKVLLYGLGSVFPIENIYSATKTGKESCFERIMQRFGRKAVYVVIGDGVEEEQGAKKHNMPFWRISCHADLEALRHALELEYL
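Eya2 (0.2 uM) preincubated 10 min at ambient with compound, then OMFP substrate added at 50 uM; 10 min reaction in 50 mM HEPES pH 7.5, 50 mM NaCl, 5 uM MgCl2, 0.05% BSA, 1 mM DTT. Fluorescence read at Ex 485/Em 525 nm.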
Mito fusion act: inhibitors of mitochondrial division or activators of mitochondrial fusion. S. cerevisiae fusion-defective mutant growth rescue, CellTiterGlo 48 h. actives 0.23% (n = 320,000). Potency, µM (series often up to 46.1 µM), without a hit: at the highest dose growth rescue (activation), hits mostly activators. AID 485298;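 note: potency is the fitted concentration of half-maximal effect; % of control where 0% means no effect; nearly all actives have a fitted effect of over 45% in size; temperature-sensitive fusion mutants such as fzo1-1 at 37 °C on non-fermentable ethanol glycerol medium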
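Compounds are tested for their ability to restore growth of mitochondrial fusion-defective yeast strains at non-permissive 37C in YPEG medium over 48 hours. Viability is quantified by luciferase luminescence.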
TCR activator: T cell receptor activation | 330,000 tested, under 10 active | Potency, µM (highest dose often 9.22 µM), for the others: top-dose activation of IL-2 secretion, hits mostly activators | primary human leukocytes, anti-CD3, IL-2 HTRF, 48 h | AID 504894; note: % of control where 0% means no effect
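IL-2 produced over 48 hr by a-CD3 bead-stimulated primary human leukocytes exposed to compounds was detected with a homogeneous time-resolved FRET immunoassay, 665nm acceptor signal after 320nm excitation.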
BCR signal inh: blocks chronic active B-cell receptor signaling; Potency, µM (series often up to 46.1 µM), for inactives: top-dose ratio change, negative = lower green/red ratio, actives largely listed as inhibitors; ABC-DLBCL IkBa-CBG/CBR reporter, luminescence ratio, 4 h; actives 0.05% (n = 340,000); AID 493014; active = well fitted inhibition curve with a large enough effect in the signal ratio, with a control signal flat, not every such curve was filed as active; inconclusive = small, poorly fitted or top-dose-only effect, or effect the other way, or a change in a side signal; the % refers to the signal ratio;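 note: potency is the fitted concentration of half-maximal effect; plate controls were basal doxycycline-induced cells for no effect and cells given 10 µM MG132 for full effect; MG132 reads +100%, hits lower the ratio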
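Doxycycline induced both beetle luciferases in TMD8 lymphoma cells; IKK-driven degradation limits the IkappaBalpha-fused green signal, while red luminescence normalises for cell number and nonspecific effects. Compounds tested up to 46 uM, 4 hrs.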
PTAP TSG101 blk: blocks PTAP/TSG101 interaction to inhibit HIV-1 budding; 340,000 tested, under 10 active; Fluorescence polarization, FITC-PTAP peptide / Tsg101 binding; Q99816; Potency, µM (series often up to 115 µM), for the others: at the highest dose activity change, negative = inhibition, most hits filed as inhibitors; active = well fitted inhibition curve with a large enough effect in the main read-out, with a control signal flat, not every such curve was filed as active; inconclusive = small, poorly fitted or top-dose-only effect, or effect the other way, or a change in a side signal; inactive = no such curve, though single readings can be large or run the other way; note: potency is the fitted concentration of half-maximal effect; % of control where 0% means no effect
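FP read-out: FITC-PTAP peptide, 50 nM final, binding Tsg101 binding domain, 10 uM final; 20 min, r.t.; 10 mM HEPES pH 7.5, 0.15 M NaCl, 0.01% Tween 20, 3 mM EDTA, 0.1 mM TCEP.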
Tb PFK inh: blocks T. brucei phosphofructokinase; actives 0.17% (n = 330,000); Potency, µM (series often up to 57.5 µM), for inactives: at the top dose activity, negative = inhibition, usual class: inhibitors; T. brucei PFK, ADP-Glo luminescence; AID 485367; O15648;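 note: potency is the fitted concentration of half-maximal effect; 0% = uninhibited 1x PFK enzyme wells and -100% = no-enzyme wells; nearly all actives have a fitted effect of over 60% in size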
Target sequence (O15648 whole entry, looked up): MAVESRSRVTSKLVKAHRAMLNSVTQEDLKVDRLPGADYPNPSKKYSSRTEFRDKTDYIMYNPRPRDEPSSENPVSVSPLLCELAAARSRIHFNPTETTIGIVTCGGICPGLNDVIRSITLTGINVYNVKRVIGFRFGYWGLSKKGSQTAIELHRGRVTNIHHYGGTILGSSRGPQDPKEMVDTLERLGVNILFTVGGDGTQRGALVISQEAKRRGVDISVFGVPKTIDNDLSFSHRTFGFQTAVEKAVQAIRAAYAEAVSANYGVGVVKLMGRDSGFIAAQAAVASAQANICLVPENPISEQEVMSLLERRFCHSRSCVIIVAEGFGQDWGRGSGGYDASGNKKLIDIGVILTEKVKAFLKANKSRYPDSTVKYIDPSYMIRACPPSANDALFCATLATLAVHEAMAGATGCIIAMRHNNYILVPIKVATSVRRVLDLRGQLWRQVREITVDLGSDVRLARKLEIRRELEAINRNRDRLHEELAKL
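Activity is normalized to no-enzyme wells (full inhibition) and 1.25 nM enzyme wells (no inhibition). Reaction: 0.5 mM F6P, 0.1 mM ATP, 45 min RT, ADP-Glo luminescence; concentration-response curves fitted and classed by quality.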
AT treatment: potential ataxia-telangiectasia treatment. […] A-T fibroblasts, KAP-1 phosphorylation AlphaLISA; neocarzinostatin DNA damage 30 min before lysis. Potency, µM (top dose mostly 57.5 µM), for inactives: at the top dose activation, usual class: activators. actives 0.19% (n = 320,000). AID 485349; note: potency is the fitted concentration of half-maximal effect; % of control where 0% means no effect; nearly all actives have a fitted effect of over 45% in size
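hTERT-immortalized A-T patient fibroblasts ([…]), 500 cells/well in OPTI-MEM, 1% FBS, got compounds for 60 min, then NCS for 30 min at 37C. Lysates were then assayed for phospho-KAP-1 by AlphaLISA (anti-pKAP1 donor, anti-KAP1 acceptor beads), 6 hr at 25C.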
ELG1 repair inh: inhibitors of ELG1-dependent DNA repair in HEK293T cells | HEK293T ELG1-luciferase reporter, luminescence, 16 h; DNA damage induced by 5-fluorouridine | Potency, µM (top dose mostly 46.1 µM), inactives show top-dose activity change, negative = inhibition, actives largely listed as inhibitors | actives 2.3% (n = 330,000) | AID 504467; note: potency is the fitted concentration of half-maximal effect; % is set by controls: 0 for no effect and ±100 for the full control effect; nearly all actives have a fitted effect of over 55% in size
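Cells (2,000 per well) received 5-fluorouridine plus test compound or DMSO and were incubated 16 hr at 37 °C, 5% CO2. Luciferase activity was read by luminescence 30 min after ONE-Glo addition; signal suppression marked inhibition of damage-induced ELG1 function.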
TSHR antagonist: blocks TSH signaling through the human TSH receptor; actives 0.2% (n = 330,000); AID 504810; activity change, negative = inhibition, % at 11.5 µM; TSHR-expressing cells, TSH-stimulated cAMP HTRF, 2 h; hits give low values;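 active = activity change below a set negative limit, meaning inhibition stronger than a set level, cut at about -70% in these data; inconclusive = activity change between two set negative limits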; note: % is set by controls: 0 for no effect and ±100 for the full control effect
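TSHR-expressing cells were treated with compounds, then stimulated with TSH at EC80 (4nM final) for 2 hours at 37 deg C. Cellular cAMP was measured by HTRF competition between lysate cAMP and cAMP-d2 for a cryptate-labelled anti-cAMP antibody.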
Starred values were filed as active, the others as inactive; i = inactive; ? = inconclusive; . = no result given; & = joins results of further samples; [ ] = dose if it differs, or a comment. Unless noted, calls come from the whole dose curve; as a rule, active = well fitted curve in the direction sought with a large enough effect; inconclusive = small, poorly fitted or top-dose-only effect, or another doubt; inactive = no such curve, though single readings can be large; an effect the other way counts as inactive or inconclusive.

Every second line gives: ASM inhibitor, a7 integrin act, Eya2 phos inh, Mito fusion act, TCR activator, BCR signal inh, PTAP TSG101 blk, Tb PFK inh, AT treatment, ELG1 repair inh, TSHR antagonist
Cc1ccc(S(=O)(=O)N2C[C@@H]3CCCC[C@@H]3[C@@H](C)[C@H]2CC(=O)c2ccccc2)cc1
    1%, 16%, -6%, ., -9%[46.1 µM], 2%, -3%, -2%, -5%, 7%, 8
CCN(CC(=O)Nc1ccccc1-c1ccccc1)Cc1nc2ccccc2c(=O)[nH]1
    -3%, -23%, -1%, 11%, -3%, -8%, -3%, -3%, 3%, ?, -1
CCOC(=O)C1=C(C)NC(C)=C(C(=O)OCC)C1
    0%&137%, 12%[7.66 µM], -9%, 0%&1%, -3%&-1%, ?, -4%&-3%, -1%, 10%, -5%, 5
COc1ccc2[nH]c(=O)c(CNc3ccc(C)cc3C)cc2c1
    68%[activator], -31%, -18%, 2%, 3%, 0%, -6%, 1%, 8%, 0%, 15
CN(CC1CCOCC1)C(=O)CC1C(=O)NCCN1Cc1ccc(-c2ccccc2)cc1 (configuration not stated)
    10%, -11%, -2%, 7%, 6%, 6%, -1%, 14%, 5%, 3%, -30
CN1CCN(C(CNC(=O)C(=O)NC2CCCCC2)c2ccc(F)cc2)CC1 (configuration not stated)
    1%, 1%, -2%, 7%, 0%, 4%, 0%, 0%, 15%, 1%, -2
CCC(=O)c1ccc(OCC(O)CN2CCN(C(c3ccccc3)c3ccccc3)CC2)cc1 (configuration not stated)
    -1%, 17%, -10%, -5%, 4%, 3%, 1%, -3%, -1%, -14%, 3
Cc1ccc2[nH]c3c(=O)n(Cc4ccco4)cnc3c2c1
    1%, 21%, 2%, -3%, 2%, 13%, -3%, 2%, -1%, ?, 5
O=C(Cc1ccc2c(c1)OCCO2)N1CCN(S(=O)(=O)c2cccs2)CC1
    3%, 9%, 6%, 6%, 0%, -1%, -4%, 8%, 9%, -18%, 41
Cc1nc2cc(C(=O)OCC(=O)Nc3ccc(C#N)cc3)ccc2n1-c1ccccc1
    -9%, 14%, 6%, 9%, 2%[46.1 µM], ?, 1%, 6%, ., -11%, 3
CC(C)CN(Cc1c(O)ccc2c3c(c(=O)oc12)CCC3)CC(C)C
    i, 0%, 10%, 3%, -3%, 1%, -8%, -2%, 3%, 12%, -3
CCOc1ccccc1N1CC(C(=O)Nc2cc(Cl)ccc2C)CC1=O (configuration not stated)
    5%, -13%, -7%, 4%, -2%, -22%, -4%, -1%, 1%, -19%, 4
COc1ccc(/C=N/NC(=O)c2ccc(Br)o2)cc1Cn1cc([N+](=O)[O-])cn1
    -2%, -9%, 1%, 7%, 5%[46.1 µM], ?, -3%, 0%, -3%, ?, -8
Cc1c(Cl)cccc1NC(=S)NCCc1ccc(Cl)cc1
    -6%, 18%, -6%, -27%, -5%, -11%, -2%, 1%, 2%, -10%, -8
CCOCCn1c(SCc2ccc(C)cc2)nc2c1c(=O)[nH]c(=O)n2C
    -7%, 10%, 38%, 5%, 0%, 0%, 0%, -1%, 21%, ?, -8
CC(/C=C/C(=O)c1ccc(C)cc1)=C\c1ccccc1
    9%, -7%, 10%, 5%, -3%, 8%, 0%, 1%, 10%, ?, -18
COc1cccc(-n2ccnc2SCC(=O)Nc2cc(C)on2)c1
    6%, 9%, 8%, 17%, 6%, 2%, -2%, -1%, 2%, -2%, -2
CCOC(=O)Cc1csc(NC(=O)c2c(-c3c(F)cccc3Cl)noc2C)n1
    4%, -8%, 9%, 25%, 2%, 6%, -1%, 7%, 0%, 0%, -4
CCOC(=O)CN=C/C(C(C)=O)=C(/C)O
    3%, -22%, 5%, 2%, 2%, 7%, -7%, 2%, 1%, 7%, -1
CCCCCC(C)NC(=O)c1cc(S(=O)(=O)N2CCCCC2)ccc1N1CCOCC1 (configuration not stated)
    -7%, 3%, 8%, 0%, ., 1%, -7%, -8%, -3%, -16%, -2

Every second line gives: ASM inhibitor, a7 integrin act, Eya2 phos inh, Mito fusion act, TCR activator, BCR signal inh, PTAP TSG101 blk, Tb PFK inh, AT treatment, ELG1 repair inh, TSHR antagonist
O=C(N/N=C/C=C\c1ccccc1[N+](=O)[O-])c1ccccn1
    -4%, -25%, -34%, -3%, -2%[46.1 µM], -15%, -2%, -1%, -3%, ?, 4
CC(=O)Oc1ccc(C(=O)c2ccccc2)c(OC(C)=O)c1
    8%, ?, 1%, 3%, -2%, -2%, 0%, -7%, 0%, -4%, -3
N#CCSc1ccccc1NC(=O)COC(=O)Cc1c[nH]c2ccccc12
    1%, 28%, -16%, 3%, 0%, ?, -9%, 19%, 10%, 18%, 34
O=C(CC(NCc1ccccn1)C(=O)O)Nc1ccccc1Cl (configuration not stated)
    5%, 13%, 1%, -5%, ., 2%, 0%, -6%, -5%, 5%, 2
COc1ccc(/C=C/C(O)=C2/C(=O)NC3(C)CC2c2ccccc2O3)c(OC)c1OC (configuration not stated)
    46%[activator], -50%[inhibitor], ?, 1%, 1%, 1%, 0%, 1%, -4%, -12%, -26
Cc1[nH][nH]c(=O)c1C(c1ccc(F)cc1)c1c(C)[nH][nH]c1=O
    -1%, ?, 7%, 1%, 4%, -10%, -1%, -1%, 2%, -22%, -4
COc1ccccc1NC(=O)c1cc2c(CO)cnc(C)c2oc1=Nc1ccccc1
    -1%, 0%, 7%, 11%, -1%, 2%, -12%, -7%, -6%, ?, 0
CCC(C)NC(=O)C1CCCN(c2nc(C)cc(OC)n2)C1 (configuration not stated)
    -4%, 1%, -3%, 0%, 1%[46.1 µM], 6%, -1%, -7%, 1%, 9%, -6
CC(C)OC(=O)C1C2C=CC3(CN(CC4CCCO4)C(=O)C13)O2 (configuration not stated)
    2%, 3%, -14%&-9%, -4%&-12%, -3%, 12%&2%, -2%, 0%&-1%, 8%, -6%, 0&7
COn1c(=O)c(-c2cccc(Br)c2)[n+]([O-])c2ccccc21
    11%, 11%, 2%, 0%, -2%, 1%, 0%, -1%, 3%, -6%, -11
NNc1nc2sc3c(c2c(=O)[nH]1)CCc1ccccc1-3
    9%, -7%, 8%, ?, 2%[46.1 µM], -4%, 1%, 0%, ., 1%, -4
COc1ccccc1N1CCN(C(=O)c2ccc(S(=O)(=O)N3CCCCCC3)cc2)CC1
    -4%, 3%, 7%, -3%, -1%, ?, 0%, -1%, 2%, 15µM*, -2
COc1cc(NC(=O)c2cc(-c3ccc(C)cc3)on2)cc(OC)c1OC
    0%, -11%, 21%, 0%, 2%, -14%, 1%, -5%, -12%, 19%, -2
CN1CCN(c2nc(-c3ccc(Br)cc3)nnc2-c2ccccc2)CC1
    -1%, -23%, -4%, 0%, -11%, ?, -1%, 7%, 9%, ?, 38
CCCc1nnc(SCC(=O)Nc2ccccc2F)o1
    -2%, ?, -2%, -1%, -5%, 0%, -2%, 9%, -1%, ?, 3
O=C(NCc1ccccn1)C(=O)NN=C1CCCCCCCCCCC1
    1%, 1%, 5%, 3%, 2%, 5%, -4%, 5%, 0%, 4%, -11
Cc1c(NC(=O)c2ccc(Br)o2)cccc1C(=O)O
    0%, 2%[7.66 µM], -3%, 1%, ., ?, -1%, -2%, -2%, ?, 0
COc1ccc(CN(CCO)CCO)cc1[N+](=O)[O-]
    0%, -16%, 5%, -8%, -9%[46.1 µM], 0%, 0%, 9%, 1%, ?, -6
OCCNc1nc(N2CCCCC2)nc2ccccc12
    404%[activator], 4%, -7%, 4%, -3%, 0%, -3%, 0%, 5%, -24%, 14
COc1ccc(C)cc1NC(=O)CSc1nnc2ccc(-c3ccncc3)nn12
    -2%, -6%, 18%, 1%, -3%, -7%, -4%, -3%, -15%, 13%, -4
COc1ccc(NC(=S)N(CCc2nc3cc(C)c(C)cc3[nH]2)Cc2cccnc2)cc1
    -3%, 0%, -10%, -3%, -1%, 6%, -3%, -4%, -10%, 16µM*, 9
